# PMI inhibition = human PMI inhibitors, high substrate, primary screen, biochemical, fluorescence intensity, high mannose 6-phosphate (AID 1220). inhibition, % at 20 µM; hits with a dose series show IC50 in µM. hit rate 0.66% among 190,000. recombinant PMI enzyme, coupled fluorescence intensity; higher % means a stronger effect
# Autophagy HCS = autophagy modulation, high-content screen. MEF GFP-LC3 puncta imaging; test concentration mostly 10 µM. calls only at 10 µM (by protocol). hit rate 0.98% among 190,000;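 active means percentage of spot-positive cells more than 3 SD above its plate mean, without a fluorescence outlier flag or 80% toxicity; inconclusive means no clear call, values can overlap the other calls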;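 further: spot-positive cell cutoff set from DMSO-treated cells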
# Yfh1-off respiration = enhancers of respiration in Yfh1-depleted yeast, dose response, Friedreich's ataxia, plus single-dose screen (AID 1465); S. cerevisiae Yfh1-off respiration, WST-1 reduction, 72 h; higher fold induction means a stronger effect; fold induction at 50 µM; hits with a dose series show EC50 in µM; hit rate 0.074% among 220,000;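 active means fold induction of absorbance versus untreated yeast above a set limit, then at least 30% activation at any dose in follow-up; inconclusive means repeats straddling the limit, or above it without dose testing; inactive means fold induction below the set limit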;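 further: activators that raise dye reduction in frataxin-depleted yeast; strong numbers were not always called active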
# MT stabilizer = microtubule stabilizers in HeLa cells. HeLa tubulin immunostaining HCS, 24 h; share of cells brighter than vehicle mean+2SD. % tubulin-high responders, % at 10 µM. hit rate 0.83% among 200,000;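 active means plate Z-score above 3 for both tubulin-high and condensed-nucleus cell shares, with cell loss under 80%, at 10 µM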;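 further: anti alpha tubulin signal scored within the nucleus-defined area of each cell; some results filed as inactive read as strong as hits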
# b-catenin transl = modulators of beta-catenin nuclear translocation; hit rate 0.3% among 190,000; AID 1665; nuclear translocation activity, % at 5 µM; HeLa beta-catenin nuclear translocation, immunofluorescence imaging;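 active means nuclear translocation activity above 50% at 5 µM, with a well cell count of 50 or more; inconclusive means wells under 50 cells across six images, flagged as toxic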;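 further: per-cell ratio of nuclear to cytoplasmic median beta-catenin stain intensity; plate controls were DMSO negative control for no effect and GSK-3 inhibitor IX positive control for full effect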
#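 Signal – beta-catenin immunofluorescence imaging with DAPI · Test system – human HeLa cell line · Dosing – 5 µM primary single dose, 0.1% DMSO, 0.02–20 µM confirmation series · Measure – % activation, nuclear-to-cytoplasmic median beta-catenin signal ratio per cell · Incubation – 24 h compound exposure at 37°C, 5% CO2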
# human PMI inhibition = MPI enzyme activity inhibition – biochemical, fluorescence intensity, coupled assay, primary screen (AID 1209) | hit rate 0.42% among 190,000 | one-dose inhibition, % at 20 µM; IC50 in µM for titrated hits | purified PMI enzyme, coupled fluorescence intensity; higher % means a stronger effect;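 further: plate controls were DMSO vehicle for no effect and wells lacking substrate for full effect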
# Dynein transport = blocks dynein driven cargo transport along microtubules | hit rate 0.47% among 220,000 | AID 1381 | 3617.4 mouse cells, GR-EGFP nuclear translocation imaging; test concentration mostly 20 µM; stimulated with dexamethasone, 1 µM; hits give low values | z-score, hits read low;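 active means plate z-score of nuclear minus cytoplasmic receptor signal below a set negative limit, without overly bright fluorescence or cell loss, cut at about -3.5 in these data, passing the limit was not always enough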;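 further: z-score of nuclear minus cytoplasmic ring GR-EGFP intensity difference per well; some compounds called inactive have numbers as strong as hits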
#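 Schedule: 48 h induction, then 1 h compound, then 30 min agonist, 37 °C. Buffer or medium: tetracycline-free induction medium containing charcoal-stripped FBS. Reagent: 1.0 µM final dexamethasone stimulus. Evaluation: nuclear versus cytoplasmic GR-EGFP signal, averaged per well. Signal: high-content fluorescence imaging after fixation.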
# Ins promoter up = MIN6 insulin promoter up-regulation; MIN6 insulin promoter-GFP reporter, high-content imaging; hits give high values; z-score at 5 µM; hit rate 0.3% among 190,000; AID 1625;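 active means z-score above 3 at 5 µM with at least 500 cells counted in the well; inconclusive means wells under 500 cells, flagged as cytotoxic or low count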
# WT yeast gro inh = growth inhibition of WT yeast, mitochondrial fusion screen. AID 1362. inhibition, % at 10 µM. mitochondrial fusion phenotypic screen, WT strain. hit rate 2.1% among 190,000; in the data active means inhibition above about 58%; tested in S. cerevisiae
# WT yeast gro inh mutant strain = second read-out of WT yeast gro inh, no call of its own (marks repeat the call); inhibition, %; mitochondrial fusion phenotypic screen, mutant strain inhibition
# Dynein transport cytoplasmic EGFP = further read-out of Dynein transport, marked with its call; z-score; measured here: cytoplasmic GR-EGFP intensity; hits give high values
# Dynein transport nuclear GR-EGFP = further read-out of Dynein transport, marked with its call; z-score; measured here: nuclear GR-EGFP intensity;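 lower value marks the stronger effect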
# Dynein transport cell count = second read-out of Dynein transport, no call of its own (marks repeat the call); z-score; measured here: cell count per field
# Ins promoter up cell count = further read-out of Ins promoter up, marked with its call; cell count; measured here: cytotoxicity, nuclei count;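 total cells summed across four imaged fields per well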
# b-catenin transl cell count 5 µM = second read-out of b-catenin transl, no call of its own (marks repeat the call); cell count; measured here: cell count, cytotoxicity flag
# MT stabilizer Hoechst-high % = further read-out of MT stabilizer, marked with its call; % Hoechst-high responders; measured here: nuclear condensation Hoechst responders;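 share of cells brighter than vehicle mean plus two SD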
# MT stabilizer cytotoxicity % = recorded beside MT stabilizer, whose call it bears; toxicity, %; measured here: cytotoxicity by cell density;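 0% = mean cell density of plate MIN control wells and 100% = no cells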
# Autophagy HCS cell loss 18 h = also measured in Autophagy HCS; calls as there; toxicity, %; measured here: cell loss, nuclei count;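 cell loss after 18 h compound exposure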
# Numbers without * were called inactive; i = inactive; ? = inconclusive; nt = no result given. Unless noted, no stated cut-off is given here; in the data, active means inhibition above about 50%; inactive means the rest.
Compound	PMI inhibition	Autophagy HCS	Autophagy HCS cell loss 18 h	Yfh1-off respiration	MT stabilizer	MT stabilizer Hoechst-high %	MT stabilizer cytotoxicity %	b-catenin transl	b-catenin transl cell count 5 µM	human PMI inhibition	Dynein transport	Dynein transport cytoplasmic EGFP	Dynein transport nuclear GR-EGFP	Dynein transport cell count	Ins promoter up	Ins promoter up cell count	WT yeast gro inh	WT yeast gro inh mutant strain
O=C(Oc1cccccc1=O)c1ccccc1	0%	i	-5	i	2.6	1.4	3.8	0.3	1458	1%	0.078	-0.15	0.096	0.4	0.4	1429	-2	-8
CC(=O)c1ccc(Oc2ncnc3sccc23)c(CN2CCOCC2)c1	10%	i	24	i	2.0	1.7	11	-0.8	1162	8%	-1.3	-0.17	-0.2	0.46	nt	nt	-20	8
Cc1ccc(N(CC(=O)NCc2ccco2)S(=O)(=O)c2ccccc2)cc1	-12%	i	5	i	2.4	2.5	7.4	-2.0	1144	-7%	-0.65	0.37	-0.16	0.46	0.39	1087	2	4
CN1C(=S)SC(N(O)C(=O)Nc2cccc3ccccc23)C1(C)C (stereo unspecified)	63%*	i	0	i	2.1	1.5	9.1	-0.1	1368	38%	2.1	-0.084	1.2	-1.8	-0.13	1448	11	10
O=C(CSc1nnc(NC(=O)C2CC2)s1)Nc1ccc2c(c1)OCCO2	2%	i	-15	i	4.1	2.4	13	-1.6	1122	3%	-0.66	-0.24	-0.11	0.11	0.15	1407	1	-1
O=C(Cc1ncc(C(F)(F)F)cc1Cl)NCCc1ccccn1	-1%	i	2	i	2.7	2.0	5.7	0.4	1073	-4%	-0.12	-0.34	0.091	-0.013	-0.33	1322	6	29
CC(C)CC(=O)O/N=C1\C(=O)N(Cc2ccc(Cl)cc2)c2ccc([N+](=O)[O-])cc21	22%	i	4	i	3.8	1.7	5.7	0.3	1344	22%	-0.88	0.074	-0.49	0.38	0.37	1217	3	18
COc1ccc2c(c1)C(c1ccc(C)o1)=NNC(c1cccnc1)=N2	4%	i	1	i	0.6	1.4	6.6	-2.7	1011	5%	0.2	-0.31	0.0068	0.48	0.15	1549	-15	14
COc1ccc2c(c1)-c1ccccc1S(=O)(=O)N2C	1%	i	1	i	2.5	3.2	0.5	-1.0	1399	4%	-0.15	-0.17	-0.74	-0.4	0.17	1665	31	3
O=C(NCc1ccccn1)[C@H]1C[C@@H]1[C@H](NP(=O)(c1ccccc1)c1ccccc1)c1ccccc1	6%	i	-4	i	3.7	2.0	4.4	nt	nt	3%	0.95	-0.28	0.77	0.18	0.49	1182	-10	-21
O=S(=O)(Nc1cccc(CCc2ccccn2)c1)c1ccc2ccccc2c1	20%	i	5	nt	0.9	1.1	6.8	-0.7	1349	20%	0.84	-0.12	0.035	-0.78	0.98	1317	50	12
COC(=O)c1ccc(C(NC(=O)OCc2ccccc2)/C(C)=C/[C@@H](C)C(=O)NCc2ccc(OC)c(OC)c2)cc1 (stereo partly specified)	5%	i	-5	i	3.2	2.3	2.4	-3.2	529	10%	-0.033	-0.3	0.33	0.51	-1.1	1040	-4	7
Cc1onc(-c2ccccc2Cl)c1C(=O)Nc1nnc(-c2ccc(F)cc2)s1	13%	nt	nt	i	3.0	2.7	4.8	-0.1	1012	14%	-1.1	-0.22	-0.34	0.1	-0.48	1145	51	7
Cc1cccc(OCC(=O)N/N=C\c2cc3c(cc2[N+](=O)[O-])OCO3)c1C	-79%	i	-2	i	1.5	1.8	9.7	nt	nt	-45%	-0.22	0.022	0.11	0.92	0	967	25	15
C#CCSc1nsc(SCC#C)c1C#N	6%	i	-2	i	5.4	4.1	3.2	-1.9	1280	8%	-0.51	-0.17	-0.12	0.46	-0.12	1302	4	-2
COc1ccc(/C=C(\NC(=O)c2cccs2)C(=O)NCc2ccco2)cc1OC	nt	nt	nt	i	nt	nt	nt	-1.7	1345	nt	0.69	-0.25	0.2	-0.56	0.77	994	nt	nt
COc1cc2c(cc1OC)-c1cc(N3CCCCCC3)nc(=O)n1CC2	7%	i	12	i	2.5	0.8	3.2	-1.6	1011	15%	-0.023	-0.18	0.27	0.36	0.08	1563	1	-10
O=C(OCCOc1ccccc1)c1n[nH]c2ccccc12	nt	nt	nt	i	nt	nt	nt	-4.8	1189	nt	-1.2	-0.2	-0.42	0.77	-0.21	1330	nt	nt
COc1ccc(N2CCN(C(CNC(=O)OCc3ccccc3)c3ccco3)CC2)cc1 (stereo unspecified)	12%	i	1	i	4.8	2.8	8.2	-0.4	572	3%	0.039	-0.24	-0.019	1.4	-0.56	1249	20	-9
CCn1c(C(=O)N2CCc3ccccc3C2)cc2oc3ccccc3c21	3%	i	-5	i	1.0	1.0	8.1	3.0	1152	12%	-0.17	-0.071	-0.011	-0.66	2	751	78*	27*
O=C1NC(c2ccccc2)=C(c2nc3ccccc3s2)C(c2ccc(F)cc2)N1 (stereo unspecified)	0%	i	0	i	4.7	1.4	0.4	-1.0	1277	10%	1.3	-0.056	0.74	-1.5	0.93	1366	39	-11
O=C(O)c1ccc2c(c1)N(Cc1ccc(F)cc1)C(=O)c1ccccc1S2	7%	i	6	i	3.1	2.0	7.8	-0.9	1105	5%	1.4	-0.33	0.74	-0.19	0.99	1343	-11	-23
CCOC(=O)c1sc2nc(CC(=O)OC)nc(NCC(=O)OC)c2c1C	-5%	i	-1	i	3.7	3.1	8.8	-1.0	776	-1%	-0.42	-0.23	-0.0033	0.57	?	nt	22	3
CO[C@@]1(NC(=O)Cc2cccs2)C(=O)N2C(C(=O)O)=C(COC(N)=O)CS[C@@H]21	18%	i	-1	i	4.0	3.2	8.6	-1.8	627	6%	0.41	-0.22	0.41	1.2	nt	nt	-4	-14
CC(=O)NC(=S)Nc1sc2c(c1C(N)=O)CCC(C)C2 (stereo unspecified)	-3%	i	0	i	1.9	1.4	8.9	-0.3	969	8%	0.3	-0.25	0.19	0.51	-0.09	1414	-5	-6

# (further entries)
Compound	PMI inhibition	Autophagy HCS	Autophagy HCS cell loss 18 h	Yfh1-off respiration	MT stabilizer	MT stabilizer Hoechst-high %	MT stabilizer cytotoxicity %	b-catenin transl	b-catenin transl cell count 5 µM	human PMI inhibition	Dynein transport	Dynein transport cytoplasmic EGFP	Dynein transport nuclear GR-EGFP	Dynein transport cell count	Ins promoter up	Ins promoter up cell count	WT yeast gro inh	WT yeast gro inh mutant strain
Brc1ccc2c(c1)C(c1cccnc1)=NNC(c1cccs1)=N2	10%	i	-2	i	18*	12*	53*	18	877	15%	0.11	-0.27	0.085	0.49	2	1356	-9	2
Cn1c(=O)c2c(nc(SCCN3CCOCC3)n2Cc2ccccc2Cl)n(C)c1=O	-6%	i	10	i	6.2	2.5	6.2	-2.1	1114	-6%	-0.28	-0.071	0.026	-0.53	-1.6	1104	5	-3
Cc1ccc(S(=O)(=O)c2c(C)nn(C(C)(C)C)c2OC(=O)C(C)(C)C)cc1	0%	i	2	i	3.9	2.3	3.5	-3.8	969	-3%	0.076	-0.29	0.51	0.3	-0.54	539	53	27
O=C(Nc1ccc(F)cc1)N1CCN2C(=O)c3ccccc3C12c1ccccc1 (stereo unspecified)	8%	i	1	i	2.3	2.4	2.2	nt	nt	9%	1.8	-0.18	0.89	-0.88	-0.31	933	17	21
CCOc1ccc(NC(=O)C(NC(=O)C2CCC(C)CC2)C(C)C)cc1 (stereo unspecified)	-16%	i	5	i	3.2	2.5	10.0	-0.6	1047	-18%	-0.27	-0.29	-0.15	0.033	0.06	1303	-9	-3
Cn1cccc1CC(=O)NNC(=O)Nc1cccc(Cl)c1	2%	i	4	i	2.5	2.3	0.3	-2.0	1158	12%	0.11	-0.23	0.12	-0.49	0.07	1550	6	10
O=[N+]([O-])c1cccc2cn[nH]c12	20%	i	-41	i	5.1	1.7	0.4	nt	nt	16%	0.013	-0.29	0.47	0.3	nt	nt	-9	-21
COc1cc(-c2cn(S(=O)(=O)c3cccc4nsnc34)nc2N)cc(OC)c1OC	11%	i	-7	i	1.5	1.3	5.4	-5.8	1197	11%	0.18	-0.068	0.28	1	-1	963	32	-18
C/C(=N\NC(=O)c1cccc(F)c1)c1cccc(NC(=O)c2ccc(F)cc2)c1	2%	i	5	i	2.2	1.6	12	-1.1	1006	5%	0.14	-0.41	-0.042	1.4	-0.69	1490	-13	12
CCOC(=O)c1c(NC(=O)C2C3C=CC(C3)C2C(=O)O)sc2c1CCC(CC)C2 (stereo unspecified)	11%	i	7	i	3.8	1.8	1.6	4.0	429	10%	0.057	-0.23	0.018	0.91	-0.08	1146	11	8
CCCNC(=O)c1ccc(CN2CCOCC2)cc1	13%	i	-39	i	1.6	1.7	8.5	-0.9	1551	11%	-0.58	-0.21	-0.29	0.76	0.97	1551	-3	3
COc1cc(NS(=O)(=O)c2ccc(N/C=C(\C#N)c3nc4ccccc4o3)cc2)nc(OC)n1	-2%	i	30	i	2.4	1.2	11	-3.3	1429	3%	-0.31	-0.21	-0.31	0.45	-0.12	1452	44	1

# With a hit mark in PMI inhibition, of those listed so far:
SMILES | PMI inhibition | MT stabilizer Hoechst-high % | human PMI inhibition | Dynein transport | Dynein transport cytoplasmic EGFP | Dynein transport nuclear GR-EGFP | Dynein transport cell count | WT yeast gro inh mutant strain
CN1C(=S)SC(N(O)C(=O)Nc2cccc3ccccc23)C1(C)C (stereo unspecified) | 63%* | 1.5 | 38% | 2.1 | -0.084 | 1.2 | -1.8 | 10
